SENP8 block-1 – human SENP8 protease inhibitors, primary screen, biochemical, fluorescence, Nedd8 protein substrate, uHTS | Sentrin-specific protease 8 (Homo sapiens), Q96LD8 | recombinant SENP8 | inhibition, % at 20 µM | 360,000 tested, 0.64% active | AID 602440, 2012; in the data active = inhibition mostly above about 40%, no sharp cut-off; inactive = mostly below about 27%
SENP8 block-2 – SENP8 protease inhibitors, primary screen, biochemical, luminescence; 330,000 tested, 1.2% active; Sentrin-specific protease 8 (Homo sapiens), Q96LD8; inhibition, % at 10 µM; AID 2540, 2010; purified SENP8, Z-RLRGG-aminoluciferin cleavage; in the data active = inhibition above about 50%
HKDC1 inh – HKDC1 hexokinase inhibitors, primary screen, biochemical, fluorescence, uHTS | inhibition, % at 20 µM | AID 493160, 2011 | recombinant HKDC1, G6PDH/diaphorase resazurin coupled fluorescence | 340,000 tested, 0.16% active | Q2TB90;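 active = inhibition above about 35% when tested at 20 µM, limit read from the data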;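 also: plate controls were DMSO wells with enzyme for no effect and DMSO wells lacking enzyme for full effect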
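Test system: recombinant HKDC1 (HK5) hexokinase enzyme, produced in-house / Doses: 20 µM test compound, 1% DMSO / Timing: 90 min, room temperature / Detection: G6PDH/diaphorase-coupled fluorescence, 1 mM NADP, 100 µM resazurin, 525/613 nm / Control set: DMSO wells with and without enzyme mix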
UBC13 polyUb – UBC13 polyubiquitin chain formation inhibitors, primary screen, biochemical, TR-FRET, uHTS; inhibition, % at 20 µM; 330,000 tested, 0.47% active; AID 485273, 2010; in the data active = inhibition above about 45%, passing the limit was not always enough
SENP1 FRET inh – human SENP1 catalytic domain inhibitors, primary screen, biochemical, FRET, uHTS; 360,000 tested, 0.21% active; inhibition, % at 10 µM; AID 624204, 2012; recombinant SENP1 catalytic domain, CyPet-SUMO1-YPet FRET cleavage;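 active = inhibition at least 30% at 10 µM, raw YFP signal under a set limit, fluorescence ratio 0.5 to 1.5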;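 also: 0% = enzyme with DMSO and 100% = no enzyme wells; some results filed as inactive read as strong as hits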
Target sequence (Q9P0U3 419-644 limits assumed): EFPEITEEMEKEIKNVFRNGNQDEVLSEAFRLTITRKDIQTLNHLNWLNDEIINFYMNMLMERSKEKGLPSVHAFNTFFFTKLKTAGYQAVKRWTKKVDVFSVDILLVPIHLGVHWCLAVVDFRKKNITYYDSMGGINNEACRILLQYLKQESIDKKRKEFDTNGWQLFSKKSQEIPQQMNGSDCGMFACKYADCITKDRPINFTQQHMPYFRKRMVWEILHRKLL
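Test system: hSENP1 catalytic domain, recombinant; Amount: 20 pM final SENP1 enzyme; Medium: Tris pH 8 buffer plus EDTA, NaCl, BME, BSA, NP40, catalase; Schedule: 50 min enzyme reaction, room temperature, light-protected; Technique: FRET fluorescence in CFP and YFP emission channels; Controls: no-enzyme wells low, DMSO-plus-enzyme wells high control.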
PfGluPho inh – PfG6PD enzyme inhibitors, primary screen, biochemical, fluorescence intensity, uHTS; PfGluPho enzyme, NADPH resazurin-diaphorase fluorescence; 350,000 tested, 0.78% active; inhibition, % at 20 µM;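 active = inhibition reaching at least a set limit at 20 µM in the primary screen, cut at about 59% in these data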;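 also: 0% = DMSO wells with substrate and 100% = DMSO wells lacking glucose-6-phosphate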
SENP6 block – SENP6 protease inhibitors, primary screen, biochemical, luminescence, uHTS. Sentrin-specific protease 6 (Homo sapiens), Q9GZR1. Recombinant SENP6 catalytic domain, aminoluciferin luminescence. inhibition, % at 10 µM. 330,000 tested, 1.8% active. AID 2599, 2010;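 active = inhibition above about 50% at the single tested dose, limit read from the data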;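 also: plate controls were DMSO wells with enzyme for no effect and DMSO wells lacking enzyme for full effect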
Target sequence (Q9GZR1 628-1112 limits assumed): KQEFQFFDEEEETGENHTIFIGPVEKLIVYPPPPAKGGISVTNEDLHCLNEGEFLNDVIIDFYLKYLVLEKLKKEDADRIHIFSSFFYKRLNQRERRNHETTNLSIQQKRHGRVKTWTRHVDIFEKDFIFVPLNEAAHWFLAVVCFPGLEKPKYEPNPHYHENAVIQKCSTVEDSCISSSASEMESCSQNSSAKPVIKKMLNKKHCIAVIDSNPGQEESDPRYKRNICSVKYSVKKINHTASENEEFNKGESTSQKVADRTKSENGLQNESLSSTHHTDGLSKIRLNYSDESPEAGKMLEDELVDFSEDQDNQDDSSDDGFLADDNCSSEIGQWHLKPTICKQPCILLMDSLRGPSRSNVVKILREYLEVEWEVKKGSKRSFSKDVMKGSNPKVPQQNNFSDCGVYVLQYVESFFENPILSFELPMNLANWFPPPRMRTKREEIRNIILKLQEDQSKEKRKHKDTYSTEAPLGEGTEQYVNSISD
MIN6 prolif – inducers of MIN6 beta-cell proliferation, primary screen, ATP luminescence, uHTS; MIN6 cells proliferation, ATPlite luminescence, 48 h; cells starved in 0.2% serum; 100% = growth in 10% serum; proliferation, % at 10 µM; 330,000 tested, 0.29% active;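 active = compounds whose signal lies at least 3.5 SD above the mean of all wells on their plate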;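 also: 0% = DMSO-treated cells in low-serum medium and 100% = 10% serum control; some compounds called inactive have numbers as strong as hits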
SENP7 inh – SENP7 protease inhibitors, primary screen, biochemical, luminescence, uHTS | inhibition, % at 5 µM | 330,000 tested, 1.5% active | Sentrin-specific protease 7 (Homo sapiens), Q9BQF6 | recombinant SENP7, Z-RLRGG-aminoluciferin luminescence, 40 min | AID 434973, 2010;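 active = inhibition above about 50% at the single test dose, limit read from the data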;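 also: plate controls were DMSO with enzyme for no effect and no enzyme buffer wells for full effect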
Target sequence (Q9BQF6 706-1050 limits assumed): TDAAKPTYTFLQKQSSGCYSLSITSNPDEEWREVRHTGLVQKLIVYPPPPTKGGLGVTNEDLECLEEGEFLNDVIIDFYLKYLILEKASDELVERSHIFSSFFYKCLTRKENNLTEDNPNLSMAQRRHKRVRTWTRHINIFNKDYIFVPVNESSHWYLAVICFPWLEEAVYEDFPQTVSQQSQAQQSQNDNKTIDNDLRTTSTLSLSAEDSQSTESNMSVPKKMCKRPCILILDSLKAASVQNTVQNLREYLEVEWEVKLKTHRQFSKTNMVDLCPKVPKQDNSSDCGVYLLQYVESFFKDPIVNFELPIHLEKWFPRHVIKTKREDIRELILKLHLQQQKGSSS
An asterisk follows results filed as active.

Results for O=C(CCN1CCOCC1)Nc1c(-c2ccccc2)c2cc(Br)ccc2[nH]c1=O ?
SENP8 block-1: -4; SENP8 block-2: -8; HKDC1 inh: -5; UBC13 polyUb: -4; SENP1 FRET inh: 0; PfGluPho inh: -15; SENP6 block: -8; MIN6 prolif: -2; SENP7 inh: -13

What do the screens show for `Cn1c(SC2=CS(=O)(=O)c3ccccc32)nc2ccccc21`?
SENP8 block-1: 7; SENP8 block-2: -5; HKDC1 inh: 9; UBC13 polyUb: -5; SENP1 FRET inh: 0; PfGluPho inh: 1; SENP6 block: -6; MIN6 prolif: -4; SENP7 inh: -15

How did Cc1ccc(N2C(=O)c3ccccc3C(C)(C)C2=O)cc1 do in these assays?
SENP8 block-1: 10; SENP8 block-2: 4; HKDC1 inh: -5; UBC13 polyUb: -1; SENP1 FRET inh: -5; PfGluPho inh: -15; SENP6 block: 3; MIN6 prolif: 0; SENP7 inh: 5

How did Cc1ccc(NC(=O)CN2C(=O)C3C4C=CC(C4)C3C2=O)cc1S(=O)(=O)N(C)C (stereo not given) do in these assays?
SENP8 block-1: 22; SENP8 block-2: -7; HKDC1 inh: 11; UBC13 polyUb: -12; SENP1 FRET inh: -2; PfGluPho inh: -5; SENP6 block: 0; MIN6 prolif: -1; SENP7 inh: -10

What do the screens show for `COc1cc(C2Nc3ccccc3C(=O)N2c2ccccc2)c(Br)cc1OCC(=O)O` (stereo not given)?
SENP8 block-1: -400; SENP8 block-2: -6; HKDC1 inh: -7; UBC13 polyUb: 10; SENP1 FRET inh: 0; PfGluPho inh: -7; SENP6 block: -7; MIN6 prolif: 2; SENP7 inh: -10

What do the screens show for `Cc1ccc(-n2c(SCC(=O)Nc3ccc4c5c(cccc35)CC4)nc(O)c(C)c2=O)cc1`?
SENP8 block-1: -4; SENP8 block-2: -1; HKDC1 inh: -7; UBC13 polyUb: -10; SENP1 FRET inh: -1; PfGluPho inh: -27; SENP6 block: -12; MIN6 prolif: -1; SENP7 inh: -5

What do the screens show for `CCN(CC)S(=O)(=O)c1ccc(N2CCN(c3cccc(OC)c3)CC2)c([N+](=O)[O-])c1`?
SENP8 block-1: 43*; SENP8 block-2: -1; HKDC1 inh: -4; UBC13 polyUb: -11; SENP1 FRET inh: 2; PfGluPho inh: 2; SENP6 block: -6; MIN6 prolif: -1; SENP7 inh: 8

How did CCCCCCC(=O)N1CCN(c2cc3c(cc2F)c(=O)c(C(=O)O)cn3CC)CC1 do in these assays?
SENP8 block-1: -474; SENP8 block-2: 9; HKDC1 inh: -7; UBC13 polyUb: 23; SENP1 FRET inh: -1; PfGluPho inh: -1; SENP6 block: -9; MIN6 prolif: 2; SENP7 inh: 5

What do the screens show for `CC(C)(C)c1ccc(S(=O)(=O)N2CCC(NC(=O)c3ccco3)CC2)cc1`?
SENP8 block-1: 4; SENP8 block-2: 3; HKDC1 inh: 3; UBC13 polyUb: 1; SENP1 FRET inh: -1; PfGluPho inh: -4; SENP6 block: 5; MIN6 prolif: 1; SENP7 inh: 7

Results for Cc1oc2c(c1C(=O)NCCCC(=O)O)CCCC2 ?
SENP8 block-1: 24; SENP8 block-2: -7; HKDC1 inh: -10; UBC13 polyUb: 0; SENP1 FRET inh: 1; PfGluPho inh: -2; SENP6 block: -8; MIN6 prolif: -2; SENP7 inh: 1

Results for c1ccc2cc3[nH]c(CN4CCCCC4)nc3cc2c1 ?
SENP8 block-1: -106; SENP8 block-2: 2; HKDC1 inh: -4; UBC13 polyUb: 2; SENP1 FRET inh: -1; PfGluPho inh: 4; SENP6 block: 2; MIN6 prolif: -1; SENP7 inh: -9

How did NC(=S)Nc1ncc(CCN2CCOCC2)c(-c2ccc(F)cc2)n1 do in these assays?
SENP8 block-1: 6; SENP8 block-2: 3; HKDC1 inh: -4; UBC13 polyUb: 6; SENP1 FRET inh: -1; PfGluPho inh: -7; SENP6 block: 7; MIN6 prolif: 0; SENP7 inh: 4

How did COc1ccc(CCNc2oc(-c3ccccc3OC)nc2C#N)cc1 do in these assays?
SENP8 block-1: -392; SENP8 block-2: 1; HKDC1 inh: 0; UBC13 polyUb: 20; SENP1 FRET inh: -3; PfGluPho inh: 9; SENP6 block: -5; MIN6 prolif: -7; SENP7 inh: 3

Results for O=C(Nc1nnc(C2CC2)o1)c1ccc(S(=O)(=O)N2CCc3ccccc3C2)cc1 ?
SENP8 block-1: 7; SENP8 block-2: -5; HKDC1 inh: -9; UBC13 polyUb: -21; SENP1 FRET inh: 0; PfGluPho inh: -19; SENP6 block: -9; MIN6 prolif: -5; SENP7 inh: -3

How did ClCc1nc2ccccc2n1Cc1ccccc1 do in these assays?
SENP8 block-1: 5; SENP8 block-2: -11; HKDC1 inh: 11; UBC13 polyUb: 0; SENP1 FRET inh: 8; PfGluPho inh: 7; SENP6 block: -26; MIN6 prolif: -4; SENP7 inh: -10

What do the screens show for `O=C(CCCC(=O)OCC(=O)c1ccc(F)cc1)Nc1cc(C(F)(F)F)ccc1Cl`?
SENP8 block-1: 15; SENP8 block-2: 1; HKDC1 inh: -3; UBC13 polyUb: -2; SENP1 FRET inh: 1; PfGluPho inh: 17; SENP6 block: -1; MIN6 prolif: -2; SENP7 inh: -6

What do the screens show for `COCCNC(=O)NC(=O)CN1CCCc2ccccc21`?
SENP8 block-1: -65; SENP8 block-2: -15; HKDC1 inh: -9; UBC13 polyUb: -17; SENP1 FRET inh: 0; PfGluPho inh: 11; SENP6 block: -6; MIN6 prolif: 1; SENP7 inh: 1

Results for CCOC(=O)[C@H]1[C@H]2COc3ccc(OC)cc3[C@@H]2N2C(=O)c3ccc(Cl)cc3NC(=O)[C@@]12C ?
SENP8 block-1: 0; SENP8 block-2: -13; HKDC1 inh: -3; UBC13 polyUb: 9; SENP1 FRET inh: -1; PfGluPho inh: -4; SENP6 block: 5; MIN6 prolif: -5; SENP7 inh: 2

What do the screens show for `COc1ccc(-n2nc(C(=O)NCC(=O)NCc3ccc(F)cc3)c3ccccc3c2=O)cc1`?
SENP8 block-1: -295; SENP8 block-2: -5; HKDC1 inh: -2; UBC13 polyUb: 0; SENP1 FRET inh: 3; PfGluPho inh: -16; SENP6 block: -15; MIN6 prolif: 0; SENP7 inh: -11

Results for O=C(Nc1nccs1)C1CCCN(S(=O)(=O)c2cccc3cccnc23)C1 (stereo not given) ?
SENP8 block-1: -3; SENP8 block-2: -4; HKDC1 inh: -3; UBC13 polyUb: -3; SENP1 FRET inh: -1; PfGluPho inh: 2; SENP6 block: -16; MIN6 prolif: -5; SENP7 inh: 12

Arranged by heavy-atom count (descending): part of the list above.
What do the screens show for `COCCNC(=O)NC(=O)CN1CCCc2ccccc21`?
SENP8 block-1: -65; SENP8 block-2: -15; HKDC1 inh: -9; UBC13 polyUb: -17; SENP1 FRET inh: 0; PfGluPho inh: 11; SENP6 block: -6; MIN6 prolif: 1; SENP7 inh: 1

Results for c1ccc2cc3[nH]c(CN4CCCCC4)nc3cc2c1 ?
SENP8 block-1: -106; SENP8 block-2: 2; HKDC1 inh: -4; UBC13 polyUb: 2; SENP1 FRET inh: -1; PfGluPho inh: 4; SENP6 block: 2; MIN6 prolif: -1; SENP7 inh: -9

How did ClCc1nc2ccccc2n1Cc1ccccc1 do in these assays?
SENP8 block-1: 5; SENP8 block-2: -11; HKDC1 inh: 11; UBC13 polyUb: 0; SENP1 FRET inh: 8; PfGluPho inh: 7; SENP6 block: -26; MIN6 prolif: -4; SENP7 inh: -10

Other structures follow.
How did CC(NC(=O)CCl)c1ccccc1Br (stereo not given) do in these assays?
SENP8 block-1: 36; SENP8 block-2: -1; HKDC1 inh: -6; UBC13 polyUb: 5; SENP1 FRET inh: 2; PfGluPho inh: 2; SENP6 block: 6; MIN6 prolif: -6; SENP7 inh: -3

Results for CC(C)OC(=O)CCC(=O)Nc1ccc(F)cc1 ?
SENP8 block-1: 4; SENP8 block-2: 0; HKDC1 inh: 12; UBC13 polyUb: 2; SENP1 FRET inh: -2; PfGluPho inh: -9; SENP6 block: 0; MIN6 prolif: -1; SENP7 inh: -3

How did CCOC(=O)c1cccc(NC(=O)/C=C/c2ccc3c(c2)OCO3)c1 do in these assays?
SENP8 block-1: -127; SENP8 block-2: 15; HKDC1 inh: -3; UBC13 polyUb: -11; SENP1 FRET inh: 0; PfGluPho inh: 33; SENP6 block: 27; MIN6 prolif: -2; SENP7 inh: 19

How did CC1(OC(=O)CCc2ccccc2)C(=O)C=C2C=C(c3ccsc3)OC=C2C1=O (stereo not given) do in these assays?
SENP8 block-2: 10; UBC13 polyUb: -49; SENP6 block: 3; MIN6 prolif: -6; SENP7 inh: 4

Results for CN1CCCN(c2ccc([N+](=O)[O-])cc2)CC1 ?
SENP8 block-1: 31; SENP8 block-2: 3; HKDC1 inh: -8; UBC13 polyUb: -8; SENP1 FRET inh: 1; PfGluPho inh: 7; SENP6 block: 21; MIN6 prolif: -1; SENP7 inh: -1

What do the screens show for `O=C(c1ccc(F)cc1F)N1CCN(c2n[nH]c(=O)[nH]c2=O)CC1`?
SENP8 block-1: 25; SENP8 block-2: -3; HKDC1 inh: -5; UBC13 polyUb: -18; SENP1 FRET inh: 1; PfGluPho inh: -6; SENP6 block: -4; MIN6 prolif: -5; SENP7 inh: -4

How did CN(C)C(CNC(=O)c1cccc(S(=O)(=O)Nc2ccc(Br)cc2)c1)c1ccco1 (stereo not given) do in these assays?
SENP8 block-1: -112; SENP8 block-2: 10; HKDC1 inh: 0; UBC13 polyUb: 5; SENP1 FRET inh: -13; PfGluPho inh: -11; SENP6 block: 14; MIN6 prolif: -2; SENP7 inh: 3

What do the screens show for `CCOC(=O)N1CCN(c2c(N3CCN(c4cc(C)ccc4C)CC3)c(=O)c2=O)CC1`?
SENP8 block-1: 9; SENP8 block-2: 2; HKDC1 inh: 2; UBC13 polyUb: -8; SENP1 FRET inh: 1; PfGluPho inh: 12; SENP6 block: 6; MIN6 prolif: 9; SENP7 inh: -3

What do the screens show for `CCOC(=O)c1sc2cccc(F)c2c1N`?
SENP8 block-1: -278; SENP8 block-2: -17; HKDC1 inh: -1; UBC13 polyUb: 8; SENP1 FRET inh: 1; PfGluPho inh: 24; SENP6 block: 5; MIN6 prolif: 2; SENP7 inh: 12

How did Nc1ccc(-c2cnc(N)c(C(=O)c3cccnc3)n2)cn1 do in these assays?
SENP8 block-1: 3; HKDC1 inh: 6; SENP1 FRET inh: -2; PfGluPho inh: 6

Results for Cc1cc(C)c2oc(C(=O)N(Cc3ccccc3)C3CCS(=O)(=O)C3)cc(=O)c2c1 (stereo not given) ?
SENP8 block-1: 3; SENP8 block-2: 0; HKDC1 inh: -5; UBC13 polyUb: 4; SENP1 FRET inh: 1; PfGluPho inh: -3; SENP6 block: -5; MIN6 prolif: 1; SENP7 inh: -5

How did COc1ccc(-n2nc3c(c2NC(=O)CCl)CSC3)cc1 do in these assays?
SENP8 block-1: 9; SENP8 block-2: -9; HKDC1 inh: 4; UBC13 polyUb: -3; SENP1 FRET inh: 1; PfGluPho inh: 8; SENP6 block: -2; MIN6 prolif: -8; SENP7 inh: 9
